V1aR counter: counter-screen for oxytocin receptor agonists: human V1a receptor agonists; CHO-V1R cells, Fluo-8 calcium fluorescence, agonist mode; 0% DMSO, 100% 3 nM vasopressin; activation, % at 3 µM; 320,000 compounds, 0.25% hits; AID 2797;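 active means activation above the mean activation of all tested compounds plus 3 SD, per screening run, cut at about 20% in these data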;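 further: signal is peak over basal fluorescence ratio across a 100 second FLIPR read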
Target sequence (P37288 whole entry, looked up): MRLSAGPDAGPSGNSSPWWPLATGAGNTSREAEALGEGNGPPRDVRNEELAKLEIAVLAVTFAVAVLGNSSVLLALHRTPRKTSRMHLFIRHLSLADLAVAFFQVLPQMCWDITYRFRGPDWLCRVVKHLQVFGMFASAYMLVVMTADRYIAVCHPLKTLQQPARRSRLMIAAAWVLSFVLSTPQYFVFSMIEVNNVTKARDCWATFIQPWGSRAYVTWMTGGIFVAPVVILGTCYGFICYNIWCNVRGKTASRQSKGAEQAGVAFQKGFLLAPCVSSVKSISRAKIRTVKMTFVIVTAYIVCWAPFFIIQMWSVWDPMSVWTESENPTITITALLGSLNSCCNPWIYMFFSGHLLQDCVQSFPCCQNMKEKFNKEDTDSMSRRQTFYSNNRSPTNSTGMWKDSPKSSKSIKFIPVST
TAAR1 agonist: human TAAR1 agonism | Q96RJ0 | CHO RD-HGA16 TAAR1, Fluo-8 calcium fluorescence; vehicle wells 0%, saturating PEA agonist 100% | activation, % at 3 µM | 360,000 compounds, 0.99% hits | AID 624467;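 active means activation above the mean activation of all test compounds in the run plus 3 SD, cut at about 38% in these data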
Target sequence (Q96RJ0 whole entry, looked up): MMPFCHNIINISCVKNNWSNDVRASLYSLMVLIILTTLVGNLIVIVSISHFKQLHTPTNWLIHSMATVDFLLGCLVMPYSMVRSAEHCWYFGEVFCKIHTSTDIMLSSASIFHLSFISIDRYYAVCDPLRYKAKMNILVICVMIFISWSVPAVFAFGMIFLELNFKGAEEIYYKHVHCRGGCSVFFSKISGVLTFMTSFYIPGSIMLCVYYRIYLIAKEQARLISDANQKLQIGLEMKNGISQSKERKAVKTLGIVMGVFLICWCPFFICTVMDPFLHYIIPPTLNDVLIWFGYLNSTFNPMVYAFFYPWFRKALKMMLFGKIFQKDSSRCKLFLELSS
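System: CHO-derived RD-HGA16 cells with stable Gα16 and human TAAR1 / Times: 17-24 h plating, Fluo-8 75 min 37 °C, 30 min RT / Technique: calcium-sensitive Fluo-8 signal, excitation 470-495, emission 515-575 nm / Measure: % activation relative to PEA EC100 response / Benchmarks: DMSO and PEA EC100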
M1 ag: activates human CHRM1 receptor; P11229; CHO-K1 hM1, Fluo-8 calcium fluorescence, agonist mode; 0% DMSO, 100% acetylcholine EC100; activation, % at 3 µM; 360,000 compounds, 0.33% hits;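 active means activation above the run's mean compound activation plus 3 SD, cut at about 16% in these data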;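 further: peak over basal fluorescence ratio within a 140 s kinetic read after compound addition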
OXTR ag: human OXTR agonism; 320,000 compounds, 0.32% hits; activation, % at 3 µM; AID 2435; CHO-OTR cells, Fluo-8 calcium fluorescence; normalized: DMSO 0%, oxytocin 100%;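 active means activation above the mean of all tested compounds plus 3 SD, cutoff set per screening run, cut at about 20% in these data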;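 further: peak over basal fluorescence ratio from a 100 s FLIPR kinetic read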
CHO parental Ca: signal in parental CHO cells, OX1R antagonist counter-screen; 330,000 compounds, 0.63% hits; AID 463079; parental CHO-K1, ATP-induced calcium, Fluo-8 fluorescence; inhibition, % at 5.6 µM;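 active means inhibition above that plate's mean sample inhibition plus 3 SD, cut at about 26% in these data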;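 further: 0% = ATP-challenged DMSO wells and 100% = DMSO wells without ATP; some compounds past the cut are filed as inactive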
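material = parental CHO cells | also added = ATP as calcium-mobilizing challenge | dosing = single point at 5.6 µM | detection = intracellular calcium via Fluo-8 no-wash fluorescent dye | read-out = % inhibition | benchmarks = low control ATP plus DMSO, high control DMSO only | repeats = one well per compound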
OXTR potentiator: human OXTR potentiation; CHO-OTR cells, Fluo-8 calcium fluorescence, potentiator mode; 0% = oxytocin EC15, 100% = EC100; activation, % at 3 µM; 320,000 compounds, 0.061% hits;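 active means activation above that plate's cutoff, the mean activation of tested compounds plus 3 SD, cut at about 6.6% in these data, passing the limit was not always enough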;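 further: 100% uses oxytocin at 75 nM as the full agonist control; some results filed as inactive read as strong as hits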
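Material: CHO-OTR cells, human receptor; compound dosing: single dose, 3.0 µM nominal final compound concentration; schedule: 6 min compound pre-incubation at room temperature, 100 s kinetic read; measured by: kinetic Fluo-8 calcium fluorescence; read-out basis: % activation vs EC15 and EC100 oxytocin; controls: EC15 oxytocin alone as 0%, 75 nM oxytocin as 100%; replicates: singlicate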
CHRM1 antagonist: human CHRM1 antagonism; AID 588852; 360,000 compounds, 1.3% hits; inhibition, % at 3 µM; P11229; CHO-K1 hM1, Fluo-8 calcium fluorescence, ACh EC80 antagonist;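 active means percent inhibition above its own plate's cutoff, namely the mean of that plate's compound wells plus 3 SD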;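 further: peak over basal fluorescence ratio during 140 s after agonist addition; 0% = ACh EC80 plus DMSO and 100% = DMSO alone without agonist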
CHRM1 PAM: potentiates human M1 receptor response to acetylcholine; activation, % at 3 µM; CHO-K1 hM1, Fluo-8 calcium fluorescence, ACh EC20; 0% = ACh EC20, 100% = maximal ACh; AID 588819; 360,000 compounds, 0.088% hits; P11229; in the data active means activation above about 19%, passing the limit was not always enough
TAAR1 antagonist: human TAAR1 antagonism; Q96RJ0; CHO RD-HGA16 TAAR1, Fluo-8 calcium fluorescence, antagonist; 360,000 compounds, 1.5% hits; AID 624466; inhibition, % at 3 µM;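 active means inhibition above a per-plate cutoff, the mean inhibition of test compounds on that plate plus 3 SD, cut at about 49% in these data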;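 further: 0% = DMSO plus EC80 beta-PEA response and 100% = DMSO alone without agonist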
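Test system – hTAAR1-expressing CHO RD-HGA16 cells, Gα16-coupled · Reagent – β-PEA at EC80 concentration, post-compound challenge · Compound dosing – 3 µM, single point · Timing – 140 s kinetic read after compound, 140 s after agonist · Detection – Fluo-8 intracellular calcium dye fluorescence, real-time kinetic reads · Control set – DMSO and EC80 PEA controls · Repeats – n of 1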
* marks the source's active call; other numbers are inactive results; · = not tested or not shown.

SMILES	V1aR counter	TAAR1 agonist	M1 ag	OXTR ag	CHO parental Ca	OXTR potentiator	CHRM1 antagonist	CHRM1 PAM	TAAR1 antagonist
CCn1c(COc2ccccc2)nnc1SCC(=O)NCc1ccco1	-0.4	2	-8	-1.2	-4	-9	-1	10	-1
CCOC(=O)c1nn(-c2ccc3c(c2)OCCO3)cc1O	-0.6	-2	1	-1.8	-14	7	-3	6	-39
CCOC(=O)c1cn(CC)c2cc(F)c(F)cc2c1=O	0.0	9	-2	0.7	-19	-9	9	4	-17
O=C(Nc1ccc(OC(F)(F)F)cc1)NC1CCC(Oc2ccc(C(=O)O)cc2)CC1 (stereo not given)	0.1	3	-2	1.5	0	0	1	2	13
COc1ccc(OC)c(NC(=O)CSc2nnc(NC(=O)c3ccco3)s2)c1	9.0	6	4	1.9	-3	-7	-4	15	-13
C[C@H]1CCC[C@]2(C)C[C@H]3OC(=O)C(CN4CCCCCC4)[C@H]3C=C12 (stereo not given in full)	-1.0	1	-3	-1.2	-5	-12	-12	9	-10
Cc1ccc(S(=O)(=O)N(CC(=O)c2ccccc2)C(=O)N2CCN(C)CC2)cc1	·	0	-5	·	·	·	-9	8	-14
O=C(Nc1cccc(O)c1)c1cnn2cccnc12	-0.7	4	-3	0.6	-14	-7	-8	6	-3
Cn1c(/C=C/c2cccc(Br)c2)nc2ccccc2c1=O	0.2	4	-5	-1.6	-34	-4	-14	2	3
O=C(CSc1c[nH]c2ccccc12)NC1CCCC1	0.6	11	-1	-0.1	-4	-5	-9	9	-10
Cc1ccc(S(=O)(=O)NC(=O)NCC2CCN(S(=O)(=O)c3ccccc3)CC2)cc1	0.0	2	-11	-0.6	-4	-18	-12	4	-9
CC(=O)N1CCN(C(=O)CCN(c2ccccc2)S(=O)(=O)c2ccc(C)cc2)CC1	0.0	8	-3	0.6	-5	-8	-12	10	-42
CC(C)(C)C(=O)NC(=S)Nc1cccc(C(=O)O)c1	1.8	7	-1	0.2	-10	-1	-13	12	4
O=C(CCCC(=O)NCC1CCCO1)NCC1CCCO1 (stereo not given)	20*	2	0	1.3	-10	0	17	-3	-28
Cc1nc2c(-c3ccccc3)cnn2c(N2CCOCC2)c1C	2.6	0	-2	2.6	-16	-3	3	2	-10
CNC(=O)C1CC(=O)N(Cc2ccccc2)C(=Nc2ccc(OC)cc2)S1 (stereo not given)	0.1	4	-4	1.4	-8	2	-7	7	11
Cc1nc2ccccn2c1P(=Nc1ccccc1)(N(C)C)N(C)C	0.7	14	-12	1.9	-7	2	4	-4	-25
CNc1c(NS(=O)(=O)c2cc(NC(C)=O)ccc2C)c(=O)oc2ccccc12	0.2	-3	-5	0.8	-7	-4	-6	1	8
CCc1[nH]nc(C(=O)N2CCCC(CCC(=O)N3CCN(c4ccccn4)CC3)C2)c1C (stereo not given)	1.5	1	-8	-0.6	-16	2	-10	-1	-2
C[C@@H](CN1C2=NC[C@H](Cc3ccc(O)cc3)N2C[C@H]1Cc1ccc(O)cc1)NC(=O)CCC1CCCCC1	0.9	3	-12	1.5	-6	-11	19	-18	10
COc1ccc(-c2ccc3c(c2)S(=O)(=O)c2cccc(C(=O)NC4CC4)c2C3=O)cc1OC	0.8	4	-1	0.8	-21	-3	-26	11	9
CCOC(=O)CCSc1nc(-c2ccc3c(c2)OCO3)cc(C(F)(F)F)c1C#N	0.6	-2	-5	-0.1	3	-2	-3	4	-32
COC(=O)CCC(=O)N1CCCC(CO)(Cc2ccccc2F)C1 (stereo not given)	1.0	2	-2	1.2	-12	-3	-8	8	13
COCC(=O)N1CCN(c2cccc(Cl)c2)CC1	-0.8	0	-6	1.0	10	-4	-15	5	10
O=c1[nH]c(CCl)nc2cc(-c3ccc(F)cc3)sc12	0.5	-1	0	-0.6	-12	-5	-12	15	0
CCCC1CC(C)(C(=O)CSc2n[nH]c(-c3ccccc3)n2)OC1=O (stereo not given)	1.9	1	-2	-1.4	3	-3	30*	-15	23
CC(=O)C1=C(C)OC(N)=C(C#N)C1c1cc([N+](=O)[O-])ccc1Cl (stereo not given)	0.4	0	-6	-0.7	-5	-9	-9	3	17
CCc1ccc2c(CC(=O)Nc3nnc(C4CC4)s3)coc2c1	-0.2	3	1	-1.9	-15	-9	-17	10	-9
O=C(Nc1ccc(F)cc1)C(c1ccccc1)N1CCN(S(=O)(=O)c2ccccc2)CC1 (stereo not given)	-0.7	10	-7	-2.1	-11	-6	3	-2	-3
COc1cc(NC(=O)c2ccnnc2)cc(C(=O)Nc2cccc(C(F)(F)F)c2)c1	-0.6	15	2	1.2	-22	-8	3	-3	44
O=C1CNC(=O)/C1=C/c1ccc(Br)cc1	0.6	1	-4	-0.3	-7	-7	-12	10	-10
CCc1nc2ccccc2c(=O)n1NC(=O)c1c(O)c2ccccc2[nH]c1=O	-0.8	2	-2	-2.0	-18	4	-3	5	4
COc1ccc(CCNC(=O)CC(C)(C)CC2=NS(=O)(=O)c3ccccc3N2)cc1OC	1.2	0	-4	-0.8	-16	-7	0	1	-10
CCC(C)NC(=O)C1CC(=O)N(CCc2ccc(F)cc2)C1 (stereo not given)	0.8	-1	0	-0.5	-16	-15	2	3	-2
CC(=O)c1ccc(OCc2nnn(CC(=O)O)c2-c2ccccc2)cc1	·	1	-2	·	·	·	1	-1	-7
COc1ccc([C@H]2C=C3CN(C(=O)OC(C)(C)C)S(=O)(=O)[C@H]3C[C@H]2OC(=O)c2ccc(C(F)(F)F)cc2)cc1	1.3	1	-7	0.5	-20	0	2	-2	15
CCCN(CC(=O)Nc1ccccc1OC)C(=O)Cn1c(=O)oc2ccccc21	·	5	-2	·	·	·	-9	8	18
Nc1c(-c2ccccc2)sc2ccc3ccccc3[n+]12	-1.1	2	-6	-3.1	2	-2	-14	15	-28
Nc1ccc(Br)cc1-c1nc2ccccc2[nH]c1=O	-0.5	9	0	-1.8	0	-5	-7	9	12
COc1cc(/C=C/C(=O)OCC(=O)NC(=O)NC23CC4CC(CC(C4)C2)C3)ccc1OCC#N	1.6	0	-2	1.7	-9	-6	11	-3	8
Cc1ccc(/C=C2/C(=N)N3N=C(CC(=O)N4CCCC4)SC3=NC2=O)o1	0.1	3	3	0.1	4	-5	-16	18	-16
Cc1cc(C)c(C#N)c(SCC(=O)Nc2ccccc2)n1	0.6	4	-14	-0.4	-3	-8	-1	3	10
COc1ccc(/C=C/C(=O)NC(=S)NN2CCCCC2c2cccnc2)cc1OC (stereo not given)	-0.5	1	-2	-1.9	-10	-5	4	-10	-22
COc1ccccc1NC(=O)c1nn(-c2ccc(F)c(F)c2)ccc1=O	0.2	0	2	4.5	4	-9	-18	0	9
Cc1ccc(CNC(=O)c2cc3c(=O)n4ccccc4nc3n(Cc3ccco3)c2=N)cc1	0.5	0	-6	-1.0	-48	-4	-9	-8	-7
CSc1ccccc1C(=O)NCCSc1ccccc1	-0.5	5	-2	-1.1	0	3	-4	3	9
CCC(C)(C)C1CCC(NC(=O)c2ccc(S(=O)(=O)N3CCOCC3)cc2)CC1 (stereo not given)	0.9	2	-9	-0.4	-11	-3	1	4	-1
CN(C)S(=O)(=O)c1cccc(NC(=O)COC(=O)c2ccc([N+](=O)[O-])o2)c1	1.6	2	-8	1.0	-3	-8	-9	5	11
COc1ccc2c(c1OC)C(=O)N1c3ccccc3C(=O)N(c3ccccc3F)C21 (stereo not given)	0.4	18	3	0.0	-28	-14	39*	-12	66*
CCOC(=O)c1sc(NC(=O)c2cc3c(s2)CCC(C)C3)nc1C (stereo not given)	1.1	6	-3	-1.0	-23	-11	-3	3	4
COc1ccc(CC(=O)NNS(=O)(=O)c2ccc(F)cc2)cc1	5.4	2	1	4.8	-8	-4	-1	1	-10
O=C1/C(=C\c2ccc(O)c(O)c2)SC(=S)N1Cc1ccccc1	·	38*	11	·	·	·	10	-4	-14
Cc1cc(=O)oc2c(C)c(OCC(=O)Nc3cccnc3)ccc12	-0.2	4	-2	1.0	-12	-5	-14	18	-7
COc1ccc(-n2nc(C(=O)NCC(=O)N3CCN(c4cccc(Cl)c4)CC3)c3ccccc3c2=O)c(OC)c1	-1.1	4	-2	-0.5	-14	-8	-3	3	7
CCn1cc(/C=C/C(=O)c2ccc(O)cc2)c(C)n1	1.3	1	-1	2.1	0	-6	-6	11	1
O=C(COc1ncnc2c1cnn2-c1ccccc1)Nc1ccc(S(=O)(=O)N2CCCCC2)cc1	1.5	5	-8	0.4	-2	0	-3	3	-19
Cc1nonc1-c1ccc2c(c1)OCO2	1.2	-3	-7	-1.1	0	-5	6	-4	2
CCSc1nnc(NC(=O)C2CCN(S(=O)(=O)c3ccccc3C(F)(F)F)CC2)s1	1.6	4	-3	0.0	-14	-6	4	-5	6
O=C(CNC(=O)C1COc2ccccc2O1)N/N=C\c1cccc(O)c1 (stereo not given)	0.2	22	0	1.2	-7	1	-1	13	-11
COc1ccc(C(CC(=O)NCc2ccco2)c2ccc(F)cc2)cc1 (stereo not given)	-0.9	15	-4	-2.2	-16	-3	-3	5	-6
O=C(NCCC1CCCCN1S(=O)(=O)c1cccs1)C(=O)Nc1ccccc1F (stereo not given)	1.4	5	-2	-1.2	-18	-9	-6	4	0
COc1ccc(C(=O)Nc2cccc(-c3ccc(N4CCOCC4)nn3)c2)cc1	0.2	8	-3	-1.1	4	-9	6	-4	25

Four entries from above, in markdown.
| mol | V1aR counter | TAAR1 agonist | M1 ag | OXTR ag | CHO parental Ca | OXTR potentiator | CHRM1 antagonist | CHRM1 PAM | TAAR1 antagonist |
| --- | --- | --- | --- | --- | --- | --- | --- | --- | --- |
| CCn1cc(/C=C/C(=O)c2ccc(O)cc2)c(C)n1 | 1.3 | 1 | -1 | 2.1 | 0 | -6 | -6 | 11 | 1 |
| O=C(COc1ncnc2c1cnn2-c1ccccc1)Nc1ccc(S(=O)(=O)N2CCCCC2)cc1 | 1.5 | 5 | -8 | 0.4 | -2 | 0 | -3 | 3 | -19 |
| Cc1nonc1-c1ccc2c(c1)OCO2 | 1.2 | -3 | -7 | -1.1 | 0 | -5 | 6 | -4 | 2 |
| CCSc1nnc(NC(=O)C2CCN(S(=O)(=O)c3ccccc3C(F)(F)F)CC2)s1 | 1.6 | 4 | -3 | 0.0 | -14 | -6 | 4 | -5 | 6 |

From PubChem
